Compound activity as filed in PubChem BioAssay.
PME-1 inh – PME-1 (human) inhibition | Q9Y570 | inhibition, % at 5.9 µM | 320,000 compounds, 0.53% hits | recombinant PME-1, FP-Rh probe fluorescence polarization;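 active = inhibition above the campaign mean of all compounds plus 3 SD, cut at about 26% in these data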;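 note: competitive labeling of PME-1 active site by serine hydrolase directed probe; 0% = PME-1 with DMSO and 100% = wells lacking PME-1 enzyme; inhibitors block probe labeling so polarization falls and inhibition rises; many of its hits are not listed in these tables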
Target sequence (Q9Y570 whole entry, looked up): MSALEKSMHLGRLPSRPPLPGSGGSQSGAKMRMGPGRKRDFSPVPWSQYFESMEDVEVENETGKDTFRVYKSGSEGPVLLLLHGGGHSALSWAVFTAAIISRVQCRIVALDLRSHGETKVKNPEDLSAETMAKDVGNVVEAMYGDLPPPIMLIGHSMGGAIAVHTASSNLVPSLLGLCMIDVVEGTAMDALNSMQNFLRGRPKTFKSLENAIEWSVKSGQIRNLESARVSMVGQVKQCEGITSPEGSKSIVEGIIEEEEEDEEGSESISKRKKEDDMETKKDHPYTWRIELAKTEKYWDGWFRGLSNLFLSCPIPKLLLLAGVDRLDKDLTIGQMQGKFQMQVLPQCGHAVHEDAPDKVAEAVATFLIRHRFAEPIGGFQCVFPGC
GLD-1 RNA inh – GLD-1-TGE RNA interaction inhibition (C. elegans); Q17339; purified GLD-1 + fluorescein TGE RNA, fluorescence polarization; inhibition, % at 5.96 µM; 320,000 compounds, 0.44% hits;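 active = percent inhibition above a per-plate cutoff, the plate mean of test compounds plus 3 SD, cut at about 30% in these data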;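 note: 0% = DMSO wells with GLD-1 and probe and 100% = wells lacking GLD-1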
Target sequence (Q17339 whole entry, looked up): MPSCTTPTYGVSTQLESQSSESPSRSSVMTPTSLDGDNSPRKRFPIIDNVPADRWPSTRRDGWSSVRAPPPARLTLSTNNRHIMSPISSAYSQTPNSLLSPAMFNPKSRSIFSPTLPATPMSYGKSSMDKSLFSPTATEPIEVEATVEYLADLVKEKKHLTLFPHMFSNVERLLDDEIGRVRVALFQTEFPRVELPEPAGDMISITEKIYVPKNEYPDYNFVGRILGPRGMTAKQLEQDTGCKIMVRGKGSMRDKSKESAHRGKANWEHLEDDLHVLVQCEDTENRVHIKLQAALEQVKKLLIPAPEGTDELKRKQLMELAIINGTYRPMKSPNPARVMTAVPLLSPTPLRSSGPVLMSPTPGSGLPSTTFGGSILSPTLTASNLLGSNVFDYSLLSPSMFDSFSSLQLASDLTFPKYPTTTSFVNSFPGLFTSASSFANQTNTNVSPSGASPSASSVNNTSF
PAFAH1B2 FP inh – inhibitors of human PAFAH1B2; inhibition, % at 3.39 µM; recombinant PAFAH1B2, FP-rhodamine activity probe, fluorescence polarization; P68402; 340,000 compounds, 1.2% hits;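 active = inhibition above the mean of all tested compounds plus 3 SD, cut at about 24% in these data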;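 note: 0% = enzyme with DMSO and 100% = wells lacking PAFAH1B2; many of its hits are not listed in these tables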
pPAFAH FP inh – inhibitors of human plasma PAF acetylhydrolase (pPAFAH) | Q13093 | recombinant pPAFAH, FP-rhodamine probe fluorescence polarization | 330,000 compounds, 1.5% hits | inhibition, % at 3.39 µM;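 active = inhibition above the mean inhibition across the screen plus 3 SD, cut at about 25% in these data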;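 note: inhibitors block binding of the rhodamine activity-based probe so polarization drops; 0% = enzyme with DMSO and 100% = wells lacking pPAFAH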
Bcl-xL primary – Bcl-xL (human) inhibition; 320,000 compounds, 0.7% hits; inhibition, % at 10.9 µM; GST-Bcl-xL / FITC-Bim BH3 peptide fluorescence polarization; AID 2129; Q07817;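 active = inhibition above the mean of all tested compounds plus 3 SD, cutoff set per campaign, cut at about 30% in these data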;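 note: 0% = DMSO wells and 100% = unlabeled Bim-BH3 peptide competitor; inhibitors lower millipolarization by displacing the labeled peptide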
Target sequence (Q07817 whole entry, looked up): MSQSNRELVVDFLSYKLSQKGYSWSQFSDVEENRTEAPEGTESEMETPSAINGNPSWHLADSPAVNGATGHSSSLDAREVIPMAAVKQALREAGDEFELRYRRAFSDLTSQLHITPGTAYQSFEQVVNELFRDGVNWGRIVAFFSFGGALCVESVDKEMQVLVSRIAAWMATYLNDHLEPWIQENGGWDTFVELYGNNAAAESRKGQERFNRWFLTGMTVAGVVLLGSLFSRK
MCL1 BIM primary – disrupts human MCL1 binding to BIM-BH3 peptide. Q07820. GST-MCL1 / FITC-Bim-BH3 fluorescence polarization. inhibition, % at 10.9 µM. 320,000 compounds, 0.68% hits. AID 2057;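 active = inhibition above the mean inhibition of all tested compounds plus 3 SD, set per campaign, cut at about 40% in these data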;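 note: 0% = DMSO wells and 100% = unlabeled Bim-BH3 peptide control; higher means more loss of mP so more displacement of Bim peptide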
AHR activator – activates the human aryl hydrocarbon receptor. activation, % at 5 µM. P35869. 320,000 compounds, 2.5% hits. AHR-responsive luciferase reporter cells, luminescence; in the data active = activation above about 47%;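 note: 0% = vehicle wells and 100% = reference agonist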
MEX-5 binding – C. elegans MEX-5 TCR-2 RNA binding activity; Q9XUB2; MEX-5/FITC-TCR2 RNA binding, fluorescence polarization; active compounds read low; activity score (negative = inhibition of binding), % at 10 µM; 300,000 compounds, 0.38% hits; AID 1832;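 active = inhibition past about -25% in most replicates, and total fluorescence under double the plate's negative control median, limit read from the data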;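 note: 0% = DMSO and -100% = 5 µM competing unlabeled TCR2 RNA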
Fam108B inh – counter-screen for RBBP9 inhibitors: inhibitors of mouse Fam108B. recombinant Fam108B, FP-Rh probe fluorescence polarization. inhibition, % at 9.51 µM. 300,000 compounds, 0.33% hits;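 active = inhibition above the screen mean inhibition plus 3 SD, computed separately per campaign, cut at about 18% in these data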;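 note: inhibitors lower polarization as less probe binds the enzyme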
Starred values were filed as active, the others as inactive; & = joins results of further samples. Some of the compounds tested; rates above refer to the full screens.

Screening Cc1ccccc1NC(=O)CSc1nnc(NC(=O)C2CC2)s1 returned PME-1 inh -5, GLD-1 RNA inh 2, PAFAH1B2 FP inh 3, pPAFAH FP inh 3, Bcl-xL primary -2, MCL1 BIM primary -2, AHR activator 2, MEX-5 binding 3.1 and Fam108B inh -4.
`CC(C)C(C(=O)Nc1cccnc1)N1C(=O)c2ccccc2C1=O` (configuration not stated) gave PME-1 inh -2, GLD-1 RNA inh 1, PAFAH1B2 FP inh 1, pPAFAH FP inh 3, Bcl-xL primary 1, MCL1 BIM primary 9, AHR activator 2, MEX-5 binding -2.1 and Fam108B inh 1.
For CC(=O)Nc1cccc(NC(=O)CSc2nc3c(=O)n(C)c(=O)n(C)c3n2C)c1 the results were PME-1 inh 0, GLD-1 RNA inh -3, PAFAH1B2 FP inh 4, pPAFAH FP inh 2, Bcl-xL primary 3, MCL1 BIM primary 1, AHR activator 0, MEX-5 binding 1.4 and Fam108B inh -2.
C/C(=N\Nc1nc(N2CCCCC2)nc(N2CCOCC2)n1)c1cccs1 was read as PME-1 inh 4, GLD-1 RNA inh -8, PAFAH1B2 FP inh 6, pPAFAH FP inh 1, Bcl-xL primary 0, MCL1 BIM primary 0, AHR activator 12, MEX-5 binding 1.4 and Fam108B inh 10.
For COc1cc(O)c(CCO)c2c1C(=O)C[C@@H](C)O2 the results were PME-1 inh -3, GLD-1 RNA inh 4, PAFAH1B2 FP inh 2, pPAFAH FP inh 4, Bcl-xL primary 5, MCL1 BIM primary 4, AHR activator 0, MEX-5 binding -4.2 and Fam108B inh 3.
`Cc1csc(=Nc2ccc(S(=O)(=O)N3CCOCC3)cc2)n1Cc1ccco1` gave PME-1 inh -1, GLD-1 RNA inh 3, PAFAH1B2 FP inh 3&3, pPAFAH FP inh 46*, Bcl-xL primary -2, MCL1 BIM primary 5, AHR activator -1, MEX-5 binding 4.2 and Fam108B inh 0.
`CN(C)CC#Cc1cncc(C(=O)NNC(=O)Nc2ccc(Cl)cc2)c1` gave PME-1 inh -2, GLD-1 RNA inh 3, PAFAH1B2 FP inh 1, pPAFAH FP inh 1, Bcl-xL primary -2, MCL1 BIM primary 5, AHR activator 0, MEX-5 binding -1.5 and Fam108B inh 0.
`COc1ccc(N2CCN(C(=O)Cn3cnc4c(cnn4-c4ccc(C)cc4)c3=O)CC2)cc1` gave PME-1 inh -2, GLD-1 RNA inh 5, PAFAH1B2 FP inh -2, pPAFAH FP inh 0, Bcl-xL primary 4, MCL1 BIM primary 3, AHR activator 3, MEX-5 binding -0.3 and Fam108B inh -2.
`O=C(c1cccc(OC(F)F)c1)N1CCN(c2ncccn2)CC1` gave PME-1 inh 1, GLD-1 RNA inh 10, PAFAH1B2 FP inh 4, pPAFAH FP inh 2, Bcl-xL primary -3, MCL1 BIM primary -3, AHR activator -5, MEX-5 binding 0.6 and Fam108B inh -2.
Screening CCOC(=O)C(C)(C)N(Cc1ccccc1C)S(=O)(=O)c1ccc(Cl)c([N+](=O)[O-])c1 returned PME-1 inh 7, GLD-1 RNA inh 1, PAFAH1B2 FP inh 0, pPAFAH FP inh 2, Bcl-xL primary 6, MCL1 BIM primary 7, AHR activator -1, MEX-5 binding 1.7 and Fam108B inh 1.
For CCN(CC(=O)NCc1cccs1)C(=O)c1ccc(NS(=O)(=O)c2cccc([N+](=O)[O-])c2)cc1 the results were PME-1 inh -5, GLD-1 RNA inh -6, PAFAH1B2 FP inh 0, pPAFAH FP inh 18, Bcl-xL primary 1, MCL1 BIM primary 8, AHR activator -3, MEX-5 binding -1.5 and Fam108B inh -3.
`O=C(COC(=O)c1nsc(Cl)c1Cl)NC1CCCC1` gave PME-1 inh -1, GLD-1 RNA inh 0, PAFAH1B2 FP inh 2, pPAFAH FP inh 23, Bcl-xL primary 6, MCL1 BIM primary 6, AHR activator 0, MEX-5 binding 0.1 and Fam108B inh -5.
For C#CCOc1c(Cl)cc(C2C3=C(CCCC3=O)N(CC(=O)O)C3=C2C(=O)CCC3)cc1OC the results were PME-1 inh 0, GLD-1 RNA inh 5, PAFAH1B2 FP inh -5, pPAFAH FP inh 7, Bcl-xL primary 13, MCL1 BIM primary 15, AHR activator -1, MEX-5 binding -0.4 and Fam108B inh 4.
CCOC(=O)c1c(S(=O)(=O)N2CCCC2)c(C)n(C)c1C was read as PME-1 inh 6, GLD-1 RNA inh 5, PAFAH1B2 FP inh -2, pPAFAH FP inh 5, Bcl-xL primary -3, MCL1 BIM primary -7, AHR activator 0, MEX-5 binding 1.1 and Fam108B inh 8.
Screening CC(C)(C)c1ccc(C(CC(=O)O)NC(=O)CSc2ccccc2)cc1 (configuration not stated) returned PME-1 inh -4, GLD-1 RNA inh 4, pPAFAH FP inh 5, Bcl-xL primary 7, MCL1 BIM primary 6, AHR activator 4, MEX-5 binding -1.2 and Fam108B inh 0.
CC(=O)N1CCN(c2ccc(NC(=O)c3cccc(Cl)c3)cc2)CC1 was read as PME-1 inh 3, GLD-1 RNA inh 6, PAFAH1B2 FP inh -2, pPAFAH FP inh 11, Bcl-xL primary 2, MCL1 BIM primary 1, AHR activator 1, MEX-5 binding -1.6 and Fam108B inh 1.
`CCOC(=O)c1nn(-c2ccc(F)cc2)c(=O)cc1OCC(=O)Nc1ccc(OCC)cc1` gave PME-1 inh 4, GLD-1 RNA inh -6, PAFAH1B2 FP inh 4, pPAFAH FP inh 3, Bcl-xL primary -3, MCL1 BIM primary 1, AHR activator -2, MEX-5 binding -1.7 and Fam108B inh 2.
Screening Cc1ccc(-c2noc(Cn3cc(S(=O)(=O)N4CCCC4)ccc3=O)n2)cc1 returned PME-1 inh -2, GLD-1 RNA inh 0, PAFAH1B2 FP inh -2, pPAFAH FP inh 7, Bcl-xL primary -12, MCL1 BIM primary -17 and AHR activator 3.
For COc1ccc(Nc2nc(-c3ccccc3)c3ccccc3n2)cc1 the results were PME-1 inh 4, GLD-1 RNA inh 1, PAFAH1B2 FP inh 3, pPAFAH FP inh 11, Bcl-xL primary 3, MCL1 BIM primary 8, AHR activator 37, MEX-5 binding -0.6 and Fam108B inh 8.
For CC(C)(C)OC(=O)COc1cc(F)ccc1[N+](=O)[O-] the results were PME-1 inh 3, GLD-1 RNA inh -5, PAFAH1B2 FP inh 3, pPAFAH FP inh 3, Bcl-xL primary 4, MCL1 BIM primary 5, AHR activator 2 and Fam108B inh -3.
Screening O=C(CCCCCNC(=O)N1CCn2c1nc1ccccc12)N[C@@H](C(=O)O)c1ccccc1 returned PME-1 inh -1, GLD-1 RNA inh 1, PAFAH1B2 FP inh -3, pPAFAH FP inh 12, Bcl-xL primary 3, MCL1 BIM primary 0, AHR activator 0, MEX-5 binding 0.2 and Fam108B inh 2.
Screening Cc1cc(NC(=O)CSc2nnnn2-c2ccc(C)c(C)c2)no1 returned PME-1 inh -1, GLD-1 RNA inh 5, pPAFAH FP inh 2, Bcl-xL primary 7, MCL1 BIM primary 4, AHR activator 7, MEX-5 binding 1.3 and Fam108B inh -1.
For O=C(Cc1ccccc1)NCCC1=CCCCC1 the results were PME-1 inh -1, GLD-1 RNA inh 4, PAFAH1B2 FP inh 3, pPAFAH FP inh 8, Bcl-xL primary 4, MCL1 BIM primary 5, AHR activator -6, MEX-5 binding -0.4 and Fam108B inh -4.
For CC(=O)c1cc(C#N)c(SCC(=O)OC(C)(C)C)nc1C the results were PME-1 inh 1, GLD-1 RNA inh -2, PAFAH1B2 FP inh 5, pPAFAH FP inh 5, Bcl-xL primary 0, MCL1 BIM primary 4, AHR activator 18, MEX-5 binding -2.0 and Fam108B inh 14.
For CCN(CC(=O)Nc1c(F)cccc1F)C(=O)/C=C/c1ccc(S(=O)(=O)N2CCCCCC2)cc1 the results were PME-1 inh -6, GLD-1 RNA inh -5, PAFAH1B2 FP inh 3, pPAFAH FP inh 2, Bcl-xL primary 5, MCL1 BIM primary -2, AHR activator 4, MEX-5 binding -1.1 and Fam108B inh -2.
For Cc1ccc(-n2nc3cc(C)c(NC(=O)c4cccnc4)cc3n2)cc1 the results were PME-1 inh 1, GLD-1 RNA inh 4, PAFAH1B2 FP inh 7, pPAFAH FP inh 3, Bcl-xL primary 6, MCL1 BIM primary 7, AHR activator 6, MEX-5 binding 0.3 and Fam108B inh -2.
For O=C(NCC1CCCCC1)c1ccc(F)c(S(=O)(=O)N2CCOCC2)c1 the results were PME-1 inh -9, GLD-1 RNA inh 0, PAFAH1B2 FP inh 9, pPAFAH FP inh 0, Bcl-xL primary 2, MCL1 BIM primary 2 and AHR activator -1.
For COc1cccc(C#Cc2c(CO)[nH]c3ccccc23)c1 the results were PME-1 inh 8, GLD-1 RNA inh -9, PAFAH1B2 FP inh 3, pPAFAH FP inh 4, Bcl-xL primary -11, MCL1 BIM primary -14 and AHR activator 34.
C/C(=N\O)c1ccco1 was read as PME-1 inh -2, GLD-1 RNA inh 2, PAFAH1B2 FP inh -4, pPAFAH FP inh 2, Bcl-xL primary 9, MCL1 BIM primary 10 and AHR activator -1.
COc1ccc(/C=C(/C#N)c2cccnc2)cc1OC was read as PME-1 inh -2, GLD-1 RNA inh -1, PAFAH1B2 FP inh 0, pPAFAH FP inh 0, Bcl-xL primary 4, MCL1 BIM primary -3, AHR activator 64*, MEX-5 binding -0.9 and Fam108B inh -6.
`O=S(=O)(Nc1ccon1)c1ccc(Br)cc1` gave PME-1 inh -4, GLD-1 RNA inh -1, PAFAH1B2 FP inh 1, pPAFAH FP inh 3, Bcl-xL primary -5, MCL1 BIM primary -4, AHR activator 1, MEX-5 binding -1.5 and Fam108B inh -2.
For Cc1nc2c(-c3ccc(F)cc3)c(C)nn2c(C)c1CCC(=O)NCc1ccco1 the results were PME-1 inh -3, GLD-1 RNA inh 1, PAFAH1B2 FP inh 6, pPAFAH FP inh -7, Bcl-xL primary 3, MCL1 BIM primary 5, AHR activator 24, MEX-5 binding 1.4 and Fam108B inh 4.
Screening Cc1ccc2cc(C(c3nnnn3C3CCCC3)N3CCN(c4ccccc4)CC3)c(=O)[nH]c2c1 (configuration not stated) returned PME-1 inh 2, GLD-1 RNA inh 2, PAFAH1B2 FP inh 1, pPAFAH FP inh 6, Bcl-xL primary 7, MCL1 BIM primary 11, AHR activator 10, MEX-5 binding 0.1 and Fam108B inh -1.
`C=CCNC(=S)Nc1cccc(NC(=S)NCC=C)c1` gave PME-1 inh -3, GLD-1 RNA inh 1, PAFAH1B2 FP inh 0, pPAFAH FP inh -5, Bcl-xL primary 2, MCL1 BIM primary 14, AHR activator 17, MEX-5 binding 2.5 and Fam108B inh 3.
COc1ccc(-n2cnnc2SCC(=O)Nc2ccc(C(N)=O)cc2)cc1 was read as PME-1 inh -6, GLD-1 RNA inh 5, PAFAH1B2 FP inh 2, pPAFAH FP inh 3, Bcl-xL primary 1, MCL1 BIM primary -4, AHR activator -1, MEX-5 binding -2.3 and Fam108B inh -1.
For O=[N+]([O-])c1ccc(N/N=C/c2cn(Cc3ccc(F)cc3)c3ccccc23)nc1 the results were PME-1 inh 4, GLD-1 RNA inh -8, PAFAH1B2 FP inh -3, pPAFAH FP inh 2, Bcl-xL primary -28, MCL1 BIM primary -50, AHR activator 10, MEX-5 binding -0.9 and Fam108B inh 7.
For COc1ccc(OC)c(/C=C/C(=O)OCC(=O)NCc2ccccc2)c1 the results were GLD-1 RNA inh 1, PAFAH1B2 FP inh 0, pPAFAH FP inh 6 and AHR activator 3.
`Cc1ccccc1OCC(=O)Nc1nnc(C2CCCCC2)s1` gave PME-1 inh 1, GLD-1 RNA inh 9, PAFAH1B2 FP inh -1, pPAFAH FP inh 2, Bcl-xL primary 7, MCL1 BIM primary 5, AHR activator -5, MEX-5 binding 2.3 and Fam108B inh -1.
